High-throughput results as filed in PubChem.
FBW7 act – activators of human E3 ligase FBW7; normalized activity (activation), % at 26.1 µM; AlphaScreen FBW7–phospho-cyclin E peptide binding, activator screen; 650,000 tested, 0.13% active; AID 1259310; Q969H0; in the data active means normalized activity above about 1.9%;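 further: purified mutant Fbw7 with reduced substrate affinity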
GPR151 ag – activators of human GPR151. 650,000 tested, 1% active. activation, % at 11.2 µM. Q8TDV0. PathHunter beta-arrestin GPR151 cells, luminescence; in the data active means activation above about 4.9%;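 further: 0% = median of compound wells and 100% = cells with positive control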
Target sequence (Q8TDV0 whole entry, looked up): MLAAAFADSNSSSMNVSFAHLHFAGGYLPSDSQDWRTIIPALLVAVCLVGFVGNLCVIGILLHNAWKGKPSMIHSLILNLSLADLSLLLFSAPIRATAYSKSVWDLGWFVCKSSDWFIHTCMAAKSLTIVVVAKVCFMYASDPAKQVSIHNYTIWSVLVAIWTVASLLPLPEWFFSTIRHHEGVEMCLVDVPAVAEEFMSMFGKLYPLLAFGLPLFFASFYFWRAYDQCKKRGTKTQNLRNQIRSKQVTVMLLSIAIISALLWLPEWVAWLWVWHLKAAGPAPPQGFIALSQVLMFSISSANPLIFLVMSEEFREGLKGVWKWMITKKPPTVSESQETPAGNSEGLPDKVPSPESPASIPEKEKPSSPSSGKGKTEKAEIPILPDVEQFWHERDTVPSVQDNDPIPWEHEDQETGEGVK
TEAD-YAP inh – TEAD-YAP interaction inhibition; HEK-TIYL cells, TEAD-Gal4/YAP UAS-luciferase luminescence; AID 1259422; inhibition, % at 9.12 µM; 640,000 tested, 1.4% active; in the data active means inhibition above about 32%;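 further: 0% = median of test compound wells and 100% = reference inhibitor wells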
MITF primary – human MITF inhibition, primary screen. O75030. AlphaScreen MITF homodimerization, bead proximity signal. inhibition, % at 2.6 µM. 650,000 tested, 0.91% active; in the data active means inhibition above about 50%;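 further: 0% = vehicle wells with protein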
Target sequence (O75030 whole entry, looked up): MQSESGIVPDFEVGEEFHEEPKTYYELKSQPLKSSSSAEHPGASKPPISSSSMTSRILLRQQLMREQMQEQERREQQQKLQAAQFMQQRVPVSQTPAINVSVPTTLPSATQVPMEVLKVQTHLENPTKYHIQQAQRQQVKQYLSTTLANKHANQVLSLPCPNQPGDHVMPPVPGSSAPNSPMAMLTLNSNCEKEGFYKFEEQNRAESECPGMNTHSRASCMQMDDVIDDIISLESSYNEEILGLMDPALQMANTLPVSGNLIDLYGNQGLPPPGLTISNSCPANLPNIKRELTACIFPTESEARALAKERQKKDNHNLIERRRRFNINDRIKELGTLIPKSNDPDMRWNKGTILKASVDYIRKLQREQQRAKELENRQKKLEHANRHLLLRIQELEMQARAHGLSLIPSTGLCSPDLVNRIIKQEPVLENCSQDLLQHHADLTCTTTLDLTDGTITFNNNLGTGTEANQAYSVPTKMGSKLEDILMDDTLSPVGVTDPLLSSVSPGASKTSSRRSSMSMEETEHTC
Active calls of the source: *; & = joins results of further samples.

SMILES | FBW7 act | GPR151 ag | TEAD-YAP inh | MITF primary
CCN=C1S/C(=C\c2ccc(O)cc2)C(=O)N1CC | -0.1 | -0.8 | -8.4 | 4.5
COc1ccc(-n2nc(C(=O)NCC(=O)NCCN3CCOCC3)c3ccccc3c2=O)cc1 | 0.7 | -0.8 | 11.9 | 7.6
CCOc1ccc(CN2CCN(S(=O)(=O)c3ccccc3)CC2)cc1 | 0.0 | 0.8 | 0.0 | 49.6
O=C(NC1CC1)c1csc(Nc2ccc(-n3ccnc3)cc2)n1 | -0.1 | 3.7 | 4.6 | -3.2
CC1(C)C(=O)C2(CCCCC2)C(=O)OC1c1ccc(Br)o1 (stereo not drawn) | -0.3 | 0.7 | 6.1 | 2.6
COCCNC(=O)CN(C)S(=O)(=O)c1ccc(Cl)cc1 | 0.5 | -0.9 | 9.6 | 6.8
O=C1C2C(c3ccccc3)C=CC(c3ccccc3)C2C(=O)N1Cc1ccco1 (stereo not drawn) | 0.0 | 0.0 | 7.7 | 13.8
Cc1sc2ncnc(SCC(=O)NNC(=O)c3ccco3)c2c1C | -0.1 | -1.1 | -3.6 | 4.1
COC(=O)CSc1ccc2nnc(CCNS(=O)(=O)c3ccc(C)cc3)n2n1 | -0.1 | 0.3 | 5.2 | 2.7
Cc1ccc(NC(=S)N(CCCN2CCCC(C)C2)Cc2ccco2)cc1C (stereo not drawn) | -0.2 | 1.1 | 12.0 | 2.4
O=C(Nc1cccc(F)c1)c1ccc(CO)cc1 | 0.0 | -4.2 | -43.5 | 6.2
COCCNC(=O)[C@@H]1C[C@@H](NCc2cc(C)ccc2C)CN1Cc1ccccc1 | 0.1 | -0.3 | -1.9 | 17.0
CCCN1CCN(C(=O)c2ccc(Sc3ccc(C)cc3)c(NC(C)=O)c2)CC1 | 0.7 | -0.5 | -3.8 | 10.0
Cc1ccn2cc(-c3ccc(NC(=O)c4ccc(Br)cc4)cc3)nc2n1 | 0.1 | 5.8* | 2.0 | -3.7
COc1cc(C2C(C(C)=O)C(=O)CC(C)(O)C2C(C)=O)ccc1O (stereo not drawn) | -0.2 | 2.1 | -2.7 | 6.1

Arranged by count of non-hydrogen atoms (smallest number first): part of the list above
SMILES | FBW7 act | GPR151 ag | TEAD-YAP inh | MITF primary
O=C(Nc1cccc(F)c1)c1ccc(CO)cc1 | 0.0 | -4.2 | -43.5 | 6.2
CCN=C1S/C(=C\c2ccc(O)cc2)C(=O)N1CC | -0.1 | -0.8 | -8.4 | 4.5
COCCNC(=O)CN(C)S(=O)(=O)c1ccc(Cl)cc1 | 0.5 | -0.9 | 9.6 | 6.8
CC1(C)C(=O)C2(CCCCC2)C(=O)OC1c1ccc(Br)o1 (stereo not drawn) | -0.3 | 0.7 | 6.1 | 2.6
O=C(NC1CC1)c1csc(Nc2ccc(-n3ccnc3)cc2)n1 | -0.1 | 3.7 | 4.6 | -3.2
Cc1sc2ncnc(SCC(=O)NNC(=O)c3ccco3)c2c1C | -0.1 | -1.1 | -3.6 | 4.1
CCOc1ccc(CN2CCN(S(=O)(=O)c3ccccc3)CC2)cc1 | 0.0 | 0.8 | 0.0 | 49.6
Cc1ccn2cc(-c3ccc(NC(=O)c4ccc(Br)cc4)cc3)nc2n1 | 0.1 | 5.8* | 2.0 | -3.7
COC(=O)CSc1ccc2nnc(CCNS(=O)(=O)c3ccc(C)cc3)n2n1 | -0.1 | 0.3 | 5.2 | 2.7
CCCN1CCN(C(=O)c2ccc(Sc3ccc(C)cc3)c(NC(C)=O)c2)CC1 | 0.7 | -0.5 | -3.8 | 10.0
COc1ccc(-n2nc(C(=O)NCC(=O)NCCN3CCOCC3)c3ccccc3c2=O)cc1 | 0.7 | -0.8 | 11.9 | 7.6

Continued:
SMILES | FBW7 act | GPR151 ag | TEAD-YAP inh | MITF primary
O=c1c2ccccc2nc(-c2cccs2)n1NCc1ccccc1F | -0.1 | -0.5 | 7.6 | 10.6
Cc1cc(C)c2nc3s/c(=C/c4ccc(-c5cccc(Cl)c5)o4)c(=O)n3c2c1 | -0.1 | 1.6 | 8.6 | 8.8
CCNc1cc(C)nc(Nc2ccc(NC(=O)c3cc(OC)c(OC)c(OC)c3)cc2)n1 | 0.0 | -0.7 | 76.5* | 11.9
Cc1ccc(-n2nnnc2SCC(=O)Nc2cccc(NC(=O)c3ccco3)c2)cc1C | -0.2 | -0.1 | -8.0 | 5.9
COc1ccc(-n2c(C)cc(=O)c3c2CC(C)(C)CC3=O)cc1 | 0.3 | 0.4 | -5.7 | 7.1
C#CCOC(=O)c1ccc(OC)cc1 | 0.1 | -0.1 | -4.3 | 20.7
CCOc1ccccc1OCC(=O)NNC(=O)/C(C#N)=C/c1ccccc1 | 0.0 | 0.0 | 3.8 | -2.0
Cc1cc(OCc2ccc(C(=O)Nc3ccncc3)o2)ccc1Cl | 0.0 | -5.9 | 1.9 | 6.3
O=C(CNCCO)Nc1sc2c(c1C(=O)Nc1ccc(Br)cc1)CCC2 | -0.3 | -1.3 | 7.3 | 2.8
CCCCCCNC(=O)c1ccc(CNS(=O)(=O)c2ccc(F)cc2)cc1 | 0.1 | -0.2 | 7.3 | 9.0
CC(=O)C1=C(c2ccccc2)NC(=S)NC1c1ccc(O)c(O)c1 (stereo not drawn) | -0.4 | -2.5 | 1.5 | 24.4
Cc1ccc(NC(=O)C2C3C=CC4(O3)C2C(=O)N(C2CCCCC2C)C4C(=O)NC2CCCCC2)cc1 (stereo not drawn) | 0.2 | 0.8 | 2.6 | 23.5
Cc1cc(/C=N/Nc2ccc(C(F)(F)F)cn2)c(C)n1Cc1ccco1 | 0.2 | 0.7 | -2.6 | -1.7
CCOC(=O)c1ccc(-c2ccc(C=C3C(=O)OC(C)(C)OC3=O)o2)cc1 | 0.2 | -1.3 | -43.0 | 25.5
CCOc1ccc(Br)cc1S(=O)(=O)NC(Cc1cnc[nH]1)C(=O)O (stereo not drawn) | -0.2 | 0.8 | -1.0 | -6.6
C=CCc1c(C)nc(SCC(C)C)[nH]c1=O | -0.1 | -0.7 | 7.4 | -0.3
CCC(OC(=O)CN1C(=O)c2ccc(Br)cc2C1=O)C(=O)c1ccccc1 (stereo not drawn) | -0.1 | 0.8 | 15.1 | 3.5
COc1cc2nc(NC(=O)c3ccccc3)sc2cc1OC | 0.3 | -1.5 | -29.7 | 0.6
CCOc1ccccc1NC(=O)CCCOc1ccc(OC)cc1 | 0.0 | 1.2 | -3.7 | 0.9
CCc1nc(N2CCC(C(N)=O)CC2)c2oc3ccccc3c2n1 | 0.3 | -1.7 | -1.5 | -17.3
NC1=NC(=O)/C(=C/c2ccc(OCC(=O)O)cc2)S1 | -0.1 | 0.4 | 5.1 | -4.3
O=C(CCN1C(=O)c2cccc([N+](=O)[O-])c2C1=O)Nc1ccc(OCc2ccccc2)cc1 | -0.2 | -2.5 | -4.6 | -7.4
O=C(NC1CCN(Cc2ccccc2)CC1)C1CCN(c2ccc(Nc3ccccc3)nn2)CC1 | 0.0 | -1.2 | -2.6 | -6.3
COc1ccccc1NC(=O)N1CCN(c2ccc(Nc3ccncc3)nn2)CC1 | -0.2 | 2.7 | -4.1 | 8.5
Cc1cc(NCCc2ccc(O)cc2)nc(-c2ccc(N3CCOCC3)nc2)n1 | -0.1 | 4.7 | -4.0 | 1.2
O=C(NC1CCCCC1)NC1(C(=O)Nc2ccc3c(c2)OCO3)CCCCC1 | 0.3 | 0.6 | 6.2 | 18.1
NC(=O)c1c(NC(=O)CN(C(=O)Nc2ccccc2)C2CCCC2)sc2c1CCCC2 | -0.1 | 0.5 | 4.5 | -1.0
CC(C)OCCCNC(=O)c1cc(=O)[nH]c2ccc(Br)cc12 | -0.1 | 0.9 | -8.3 | -3.3
Oc1[nH]c(=S)sc1/C=C1\C=Nc2ccc(Br)cc21 | 0.1 | 6.0* | -5.5 | -9.2
CC1CC(C)CN(C(=O)Cn2c(=S)[nH]c3ccccc3c2=O)C1 (stereo not drawn) | -0.1 | 0.5 | 2.2 | -6.4
O=C(COC(=O)c1ccc([N+](=O)[O-])o1)Nc1ccc2c(c1)OC(F)(F)O2 | -0.1 | 0.5 | 14.0 | 82.2*
CCOC(=O)C1=CN(C)C=C(C(=O)OCC)C1c1ccc(OCC)cc1 | 0.5 | 0.1 | 5.0 | 1.6
COc1ccccc1N1CCN(C2CCCN(C(=O)c3cscn3)C2)CC1 (stereo not drawn) | -0.1 | 0.4 | 2.7 | -2.6
Cc1ccccc1-c1nc(CS(=O)(=O)CC(=O)N2CCCC2)c(C)o1 | 0.7 | -0.6 | 10.5 | 11.9
COc1ccc(NC(=O)Cn2cnc3c(cnn3C(C)(C)C)c2=O)cc1 | 0.1 | -0.4 | 21.3 | 7.9
Cc1c(C(=O)NN2CCCCC2)nn(-c2ccc(Cl)cc2Cl)c1-c1ccc(I)cc1 | -0.1&0.1 | 1.6&-0.3&-0.3 | -6.4 | 2.8&-8.4&5.4
O=C(N/N=C/c1ccccc1I)c1[nH]ncc1Br | 0.1 | -5.2 | -61.1 | -0.3
Nc1cccc2c1C(=O)N(c1cccc(O)c1)C2=O | 0.1 | 0.4 | -0.7 | 9.2
CCOc1ccc(C2C(C(=O)c3ccc(C)o3)=C(O)C(=O)N2Cc2cccnc2)cc1OC (stereo not drawn) | 0.0 | -0.5 | -4.8 | 6.3
COc1ccc(C(=O)NN2C(=O)c3ccccc3C2=O)cc1Cl | 0.0 | 0.1 | -11.4 | -3.3
COc1ccccc1CNc1ncnc2c1c(-c1ccccc1)cn2-c1ccc(F)cc1 | -0.2 | -0.4 | 1.2 | 2.9
CN(Cc1ccc(OC2CCN(C(=O)Cc3ccsc3)CC2)cc1)Cc1cnn(C)c1 | -0.2 | -1.2 | 2.7 | 4.0
COC(=O)c1cccc(N2C(=O)c3cccc([N+](=O)[O-])c3C2=O)c1 | 0.0 | -1.1 | 11.0 | 9.6
CCCC(=O)Oc1ccc(N(C(=O)CCC)S(=O)(=O)c2ccc3ccccc3c2)cc1Br | 0.0 | -0.1 | 4.3 | 5.6
Cc1oc(-c2ccccc2)cc1C(=O)Nc1ccc(CC(=O)O)cc1 | 0.1 | 0.4 | 9.7 | -0.5
COc1ccc(CNC(=O)c2ccc(Cn3c(C)nc4ccccc43)o2)cc1 | 0.6 | -0.8 | 0.1 | -1.8
CC(C)(C)c1ccc(-c2nnc(NC(=O)c3ccc4c(c3)OCO4)s2)cc1 | -0.1 | 0.5 | -3.2 | 1.2
COCCNC(=O)CCC1CCN(Cc2cc(Cl)ccc2O)CC1 | 0.0 | 1.2 | -1.8 | 11.9
CCC(C)(C)n1nnnc1CN(Cc1cccnc1)Cc1cc2ccc(OC)cc2[nH]c1=O | 0.1 | -0.5 | 10.2 | 2.2
CCc1ccccc1NC(=O)COc1ccc(S(=O)(=O)NC(C)(C)C)cc1 | -0.2 | 0.8 | -5.6 | -9.2
COc1cc(CN2CCc3nnc(C4CCCO4)n3CC2)cc2c1OCO2 (stereo not drawn) | -0.1 | 1.0 | 3.5 | 4.9
FC(F)Oc1ccccc1CN1CCc2nc3ncccc3cc2C1 | -0.1 | 1.5 | 10.0 | -8.2
Cc1cccc(NC(=O)CN2C(=O)N/C(=C/c3ccc(C(C)(C)C)cc3)C2=O)c1 | 0.5 | -2.1 | -9.2 | 2.0
COc1cc(-c2nnc(SCC(=O)N3CCc4ccccc43)o2)cc(OC)c1OC | 0.3 | 0.2 | -2.4 | 19.3
O=S(=O)(Nc1cccc(-c2cn3ccccc3n2)c1)c1ccc2ccccc2c1 | 0.8 | -0.3 | -0.4 | 23.9
COc1ccc(C2CC(=O)N3CN(C4CCCCC4)CSC3=C2C#N)c(OC)c1 (stereo not drawn) | -0.1 | -0.4 | 8.6 | 5.6
O=C(CN1C(=O)NC2(CCCCCCC2)C1=O)NC(=O)NCc1ccco1 | 0.5 | -2.2 | -1.4 | 14.3
COc1ccc(CCNC(=O)Cn2ncc3c(=O)oc4ccccc4c32)cc1OC | 0.0 | 0.0 | -0.1 | -0.5
O=C(Cc1ccc(F)cc1)NCCS(=O)(=O)N1CCN(c2ccccn2)CC1 | 0.0 | 0.3 | 11.9 | 4.2
CCN1CCc2c(sc(NC(=O)c3ccc(S(=O)(=O)N4CCCC4)cc3)c2-c2nc3ccccc3s2)C1 | -0.1 | 0.6 | 1.4 | 2.2
Further structures follow.
SMILES | FBW7 act | GPR151 ag | TEAD-YAP inh | MITF primary
Cc1[nH]c(=O)[nH]c(=O)c1S(=O)(=O)NCCc1ccccc1 | -0.2 | 0.3 | -10.0 | -2.3
CCOc1ccc(NS(=O)(=O)c2ccc(NC(=O)OCc3ccccc3)cc2)cc1 | -0.1 | -1.2 | -6.5 | -0.6
COc1ccc(CCNC(=O)CCn2c(SCC(=O)NCCc3ccc(OC)c(OC)c3)nc3ccccc3c2=O)cc1OC | -0.1 | 0.6 | -1.1 | 5.3
CCOc1ccccc1C(=O)Nc1cc(C)ccn1 | -0.1 | -1.1 | 13.2 | 11.0
Nc1nc(NCCN2CCOCC2)cc(N2CCOCC2)n1 | 0.0 | -0.9 | -0.8 | 11.6

Arranged by length of the SMILES (low to high): part of the list above
SMILES | FBW7 act | GPR151 ag | TEAD-YAP inh | MITF primary
Nc1nc(NCCN2CCOCC2)cc(N2CCOCC2)n1 | 0.0 | -0.9 | -0.8 | 11.6
Cc1[nH]c(=O)[nH]c(=O)c1S(=O)(=O)NCCc1ccccc1 | -0.2 | 0.3 | -10.0 | -2.3
CCN1CCc2c(sc(NC(=O)c3ccc(S(=O)(=O)N4CCCC4)cc3)c2-c2nc3ccccc3s2)C1 | -0.1 | 0.6 | 1.4 | 2.2

Rows were taken by chance (roughly 3.5% active in at least one column).
